Screens from PubChem BioAssay.
DT40 TDP1 CPT = DT40-hTDP1 cell growth loss with CPT; Potency, µM (doses to about 46.2 µM), inactives show at the top dose activity change, negative = growth inhibition, usual class: inhibitors; AID 686979; 420,000 tested, 12% active; chicken DT40 Tdp1-/-;hTDP1 cells + 20 nM CPT, ATP luminescence, 48 h; further: nearly all actives have a fitted effect of over 55% in size
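Cell growth measured by CellTiter-Glo luminescence after a minimum 48 h, 37 C compound exposure with 20 nM CPT in Tdp1-knockout DT40 cells stably expressing hTDP1, seeded 400/well; qHTS titration format.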
FEN1 inhibitor = human FEN1 inhibition; P39748; Recombinant FEN1 flap cleavage, fluorescence, 15 min; 390,000 tested, 0.35% active; AID 588795; Potency, µM (series often up to 114 µM), for the others: top-dose activity change, negative = inhibition, actives largely listed as inhibitors; further: nearly all actives have a fitted effect of over 65% in size
Target sequence (P39748 whole entry, looked up): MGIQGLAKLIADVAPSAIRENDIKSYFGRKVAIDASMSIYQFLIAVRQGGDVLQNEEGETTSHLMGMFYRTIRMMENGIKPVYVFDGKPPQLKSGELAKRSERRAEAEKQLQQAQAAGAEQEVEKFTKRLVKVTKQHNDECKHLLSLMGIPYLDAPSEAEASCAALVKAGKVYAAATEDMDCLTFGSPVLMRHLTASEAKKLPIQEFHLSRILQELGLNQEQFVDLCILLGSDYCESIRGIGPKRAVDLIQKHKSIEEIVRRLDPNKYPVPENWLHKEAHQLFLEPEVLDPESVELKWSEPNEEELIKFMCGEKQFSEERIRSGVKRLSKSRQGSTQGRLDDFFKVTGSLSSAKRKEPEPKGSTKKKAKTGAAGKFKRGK
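Potency values derive from four-parameter Hill fits of normalized qHTS data. The reaction used 10 nM FEN1 preincubated 15 min at room temperature with compound, then 50 nM DNA substrate, read at 0 and 15 min.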
N370S GC mod = N370S glucocerebrosidase modulation, Gaucher chaperone candidate | P04062 | N370S GC spleen homogenate, 4MU-glucoside fluorescence | Potency, µM (doses to about 59.4 µM), for inactives: at the top dose activity change, negative = inhibition, actives largely listed as inhibitors | 330,000 tested, 0.092% active | AID 2101;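 further: 0% = full enzyme activity and -100% = no enzyme basal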
An asterisk follows results filed as active; u = inconclusive; x = not tested or not shown; & = joins results of further samples. The call rests on the fitted dose curve; in most records, active means well fitted curve in the direction sought with a large enough effect; inconclusive means small, poorly fitted or top-dose-only effect, or another doubt; inactive means no such curve, though single readings can be large; an effect the other way counts as inactive or inconclusive. Unless noted, on the % scale 0 is the no-effect control and ±100 the full control effect; potency means the concentration at half of the fitted maximal effect. The list is partial, so the mix of outcomes need not match the whole.

SMILES	DT40 TDP1 CPT	FEN1 inhibitor	N370S GC mod
Cc1ccc(S(=O)(=O)N2CCN(S(=O)(=O)c3ccccc3)C2)cc1	-29%	11%	6%
CC(=O)NS(=O)(=O)c1ccc(NC(=O)c2cccc3ccccc23)cc1	-25%	17%	x
Cc1cccc(NC(=S)NC2CCCC2)c1	u	-4%	0%
C=CCn1c(SCC(=O)N2CC(=O)Nc3ccccc32)nc2scc(-c3ccccc3)c2c1=O	u	14%	-4%
Brc1cccc(CNCc2ccncc2)c1	7%	7%	1%
CC(=O)N1CCCc2cc(S(=O)(=O)N(CCN(C)C)Cc3ccccc3)ccc21	2%	2%	x
Cc1ccc(C2CCN(C(=S)NC(C)C)C2)cc1 (configuration not stated)	u	-3%	1%
O=C1C(=O)N(CCCN2CCOCC2)C(c2ccc(Cl)cc2)/C1=C(/O)c1ccc(F)cc1 (configuration not stated)	-2%	-11%	-23%
O=[N+]([O-])c1cccnc1N1CCN(Cc2ccc3c(c2)OCO3)CC1	u	3%	-3%
C/C(Cc1ccccc1)=N\NC(=O)c1ccccn1	19%	-9%	-18%
CC1(N2CCOCC2)C(=O)c2ccccc2C1=O	6%	4%	-5%
Cc1ccc(NC(=O)C[n+]2ccn(C3=C([O-])c4ccccc4C3=O)c2)cc1	14%	2%	-4%
O=C(NCC1CCCO1)c1cccc(F)c1 (configuration not stated)	6%	9%	2%
CCc1nn(CC(=O)N2CCN(c3cccc(C)c3C)CC2)c(=O)c2cc3sccc3n12	-6%	9%	x
COc1ccc(N2C(=O)Cc3c2nc(N)c(C#N)c3N)cc1	3%	-6%	1%
CCOc1ccccc1NC(=O)CN1C(=O)C2(SCC(=O)N2c2ccc(C)cc2)c2ccccc21 (configuration not stated)	u	-13%	x
O=C(OCc1ccccc1F)c1cc([N+](=O)[O-])ccc1N1CCOCC1	-17%	-2%	0%
Cc1ccc(CNc2cnccn2)s1	-1%	-2%	0%
COc1ccc(-c2[nH]ncc2/C=C(\C#N)C(=O)NC2CC2)cc1	u	-18%	-16%
COc1ccc(Cn2nnnc2C(c2cccs2)N2CCSCC2)cc1 (configuration not stated)	u	2%	1%
Cc1ccc(OC(C)C(=O)N(C)c2ccccc2)c([N+](=O)[O-])n1 (configuration not stated)	15%	-6%	x
Cc1ccc(C2CC2/C(=N/O)c2ccc(F)cc2)cc1 (configuration not stated)	2%	u	-14%
CSC1=N/C(=C\c2cccnc2)C(=O)N1c1ccccc1	1%	-10%	-13%
COCCCn1c(=O)c2sccc2n2c(CCCC(=O)NCC3CCCO3)nnc12 (configuration not stated)	-11%	20%	9%
N=c1n(CCN2CCCCC2)c2ccccc2n1CC(O)COc1ccc(Cl)cc1Cl (configuration not stated)	3.7µM*	-22%	x
CCOC(=O)c1[nH]c(C)c(/C=N/O)c1C	-22%	-15%	-1%
Cc1ccccc1C1c2[nH]c3ccccc3c2C[C@H]2C(=O)N(C3CC3)CC(=O)N12 (some centres not stated)	u	-15%	2%
COc1ccc(CN2CCN(C(=O)CC(C)C)CC2)c2ccccc12	u	2%	10%
CCCCOc1cccc(C(=O)Nc2cc(NC(=O)c3ccco3)ccc2OC)c1	18µM*	0%	x
CCOc1ccc(NC(=O)N2CCN(c3nnc(C)c4c(C)n(-c5ccccc5)nc34)CC2)cc1	-17%	10%	x
CC(NC(=O)OCc1ccccc1)C(=O)OCN1C(=O)c2ccccc2C1=O (configuration not stated)	u	-7%	1%
COC(=O)c1ccc(C(=O)OC)c(NC(=O)c2cnn3c(C(F)F)cc(-c4ccccc4)nc23)c1	-9%	8%	x
COc1ccc(S(=O)(=O)N2CCNCC2)cc1	-18%	-11%	1%
O=C(COc1cccc(Br)c1)N/N=C1\CCCc2ccccc21	-8%	1%	2%
O=C(O)CN1C(=O)SC(Nc2ccccc2C(=O)O)C1=O (configuration not stated)	-3%	-12%	-9%
Cc1cc(CC(=O)O)c2oc(-c3ccoc3)cc(=O)c2c1	10%	u	x
CC(C)OC(=O)/C(C#N)=C/c1ccc(-c2ccc(SC(F)F)cc2)o1	u	-6%	15%
CCC(C)NC(=O)C(NS(=O)(=O)c1cccc2nsnc12)c1ccccc1 (configuration not stated)	1%	0%	-19%
Brc1c(CSc2nncn2-c2ccccc2)nc2sccn12	1%	-12%	10%
O=S(=O)(Nc1cccc(-c2ccc(N3CCCCC3)nn2)c1)c1ccc(F)cc1F	u	-23%	x
CCCC(=O)Nc1ccc(C(=O)NNC(=S)NC(=O)c2cccs2)cc1	u	-2%	-1%
Cc1c(C(=O)Nc2ccncc2)oc2ccccc12	21µM*	2%	-12%
CCN(CC(=O)Nc1ccccc1OC)C(=O)c1ccccc1Sc1ccccc1C#N	-86%	8%	x
CC1(C)CC(NC(=O)C2CCC(=O)N(Cc3ccccc3F)C2)CC(C)(C)C1 (configuration not stated)	u	3%	5%
C#CCOC(=O)c1cc(Cl)c(=O)n(Cc2ccc(Cl)cc2Cl)c1	-11%	-22%	-13%

Some of the entries so far, with values under each structure.
Each structure is followed by: DT40 TDP1 CPT, FEN1 inhibitor, N370S GC mod
CC(NC(=O)OCc1ccccc1)C(=O)OCN1C(=O)c2ccccc2C1=O (configuration not stated)
→ u, -7%, 1%
COC(=O)c1ccc(C(=O)OC)c(NC(=O)c2cnn3c(C(F)F)cc(-c4ccccc4)nc23)c1
→ -9%, 8%, x
COc1ccc(S(=O)(=O)N2CCNCC2)cc1
→ -18%, -11%, 1%
O=C(COc1cccc(Br)c1)N/N=C1\CCCc2ccccc21
→ -8%, 1%, 2%
O=C(O)CN1C(=O)SC(Nc2ccccc2C(=O)O)C1=O (configuration not stated)
→ -3%, -12%, -9%
Cc1cc(CC(=O)O)c2oc(-c3ccoc3)cc(=O)c2c1
→ 10%, u, x
CC(C)OC(=O)/C(C#N)=C/c1ccc(-c2ccc(SC(F)F)cc2)o1
→ u, -6%, 15%

The list continues.
SMILES	DT40 TDP1 CPT	FEN1 inhibitor	N370S GC mod
CCOC(=O)c1nnn(CC(=O)NC(=O)Nc2cccc(CC)c2)c1C(=O)OCC	u	-12%&-21%	4%
CN1C(=O)N(C)C(NC(=O)Nc2ccccc2)C1NC(=O)Nc1ccccc1 (configuration not stated)	-24%	0%	2%
CCc1ccc(N2CC(C(=O)Nc3ccc(S(=O)(=O)N4CCOCC4)cc3)CC2=O)cc1 (configuration not stated)	u	-5%	-19%
Cc1ccc(S(=O)(=O)CCC(=O)Nc2nc(-c3cccnc3)cs2)cc1	15µM*	18%	-6%
O=C1C(=C2CCc3ccccc32)Cc2ccccc21	u	-21%	x
CC1CCCC(NC(=O)COC(=O)Cc2ccc(Br)cc2)C1C (configuration not stated)	1%	-7%	-1%
Cc1ccc(S(=O)(=O)N/N=C/c2cccc3nccnc23)cc1	13µM*	12%	-15%
O=c1cc(-c2ccccc2)nc2cc(-c3ccc(F)cc3)[nH]n12	7.3µM*	3%&7%	x
CCC(C)Sc1oc(-c2ccco2)nc1S(=O)(=O)c1ccc(C)cc1 (configuration not stated)	u	5%	x
COc1ccc(/C=N/NC(=O)CNC(=O)C2COc3ccccc3O2)cc1OC (configuration not stated)	-6%	-1%	-9%
CCN1CCCC1CNC(=O)Cn1nc(C)n2nc(-c3ccccc3)cc2c1=O (configuration not stated)	-15%	-18%	-17%
Cc1cc(Cl)ccc1OCC(=O)NCCCn1ccnc1	-23%	-7%	-13%
Cc1ccc2nc(NC(=O)CSc3nc4ccccc4o3)sc2c1	-6%	-18%	20%
COc1ccccc1CNC(=O)c1ccc2nc(N3CCCCC3)sc2c1	u	2%	x
CCc1ccc(N2CC(C(=O)NCc3ccco3)CC2=O)cc1 (configuration not stated)	-3%	0%	2%
CCOc1ccc2nc(N/C(N)=N/S(C)(=O)=O)nc(C)c2c1	-1%	14%	-5%
CCc1ccccc1NC(=O)CCC(=O)Nc1nnc(C(C)C)s1	10%	20%	-3%
COCCNC(=O)c1cc(-c2ccccc2)nn1CC1CC(c2cccnc2)=NO1 (configuration not stated)	-2%	-6%	x
COc1cccc(CSc2nc3cc(OC)c(OC)cc3c3nc(CCn4nc(C)cc4C)nn23)c1	-7%	16%	x
CCOC(=O)c1cc(CC)sc1/N=C/C1C(=O)CCCC1=O	-12%	0%	8%
COc1ccc(CC(=O)Nc2c(C(=O)N3CCN(c4ccccc4OC)CC3)oc3ccccc23)cc1OC	u	-5%	-3%
Cc1ccc(C)c(N(CC(=O)NC2CCCCC2)C(=O)CNC(=O)c2ccco2)c1	3%	7%	-11%
OC(CCCC(O)c1ccccc1)c1ccccc1 (configuration not stated)	0%	3%	x
COc1ccccc1NS(=O)(=O)c1ccc(C(=O)NCC2(N(C)C)CCCCC2)cc1	-19%	-2%	0%
CCOC(=O)C1=C(Nc2ccc(Cl)cc2)OCC1=O	12%	-3%	7%
CC(C)C(=O)N1CCN(c2ccccc2NC(=O)c2ccc(C#N)cc2F)CC1	3%	-5%	-9%
CSC1=NC2(CCN(C(=O)NC3CCCCC3)CC2)N=C1c1ccc(C)c(C)c1	-9%	-7%	x
Cc1nn(Cc2ccccc2Cl)c(C)c1C(=O)NCCN1C(=O)S/C(=C\c2ccccc2)C1=O	u	-12%	4%
Cn1c(=O)c(=O)n(C)c2cc(S(=O)(=O)Nc3ccc(OC(F)(F)F)cc3)ccc21	u	5%	x
CCOC(=O)c1sc(N/N=C/c2ccccc2)nc1C	u	8%	-4%
COc1ccc(CC(=O)NC2CC(=O)N(c3ccc(C)c(C)c3)C2)cc1OC (configuration not stated)	-9%	18%	x
COCCN(C(=O)c1ccco1)c1nnc(-c2ccc(OC)c(OC)c2)s1	-28%	-5%	4%
CCc1c(O)nc(SC2CC(=O)N(c3ccccc3)C2=O)[nH]c1=O (configuration not stated)	6%	-12%	16%
O=C(Nc1cc(S(=O)(=O)Nc2ccc(Cl)cc2)ccc1O)c1ccc(S(=O)(=O)N2CCCCCC2)cc1	u	-10%	4%
CN(C)c1ccc(/C=C/C(=O)c2ccc(O)cc2)cc1	u	u	x
COc1ccccc1Nc1ncnc2c1nc1n2CCCCC1	u	18%	x
CSc1sc(C(=O)N(C)C)cc1S(=O)(=O)C(C)C	3%	-2%	5%
CCOc1ccc(CN2C(=O)c3ccccc3C2=O)cc1C(=O)Nc1nnc(SCC)s1	u	6%	9%
Cc1cccc(NC(=O)C(=O)NCc2ccccn2)c1	-11%	0%	6%
Cc1c(C=O)cnn1CCC(=O)O	2%	-2%	x
CC1CCN(C(=O)CSc2nnc(CNC(=O)c3ccco3)o2)CC1	-8%	-8%	3%
CCCc1nc2ccccc2n1Cc1ccccc1OC	2%	-4%	-7%
CC(NCc1ccc(S(N)(=O)=O)cc1)C(=O)NCc1ccccc1 (configuration not stated)	-3%	-2%	-9%
COc1ccc(NC2c3ccccc3C(=O)N2c2ccccn2)cc1Cl (configuration not stated)	-19%	-16%	10%
CCNC(=O)c1ccc(CSc2nc3ccccc3s2)cc1	u	8%	u

Compound profiles (already shown).
Results for `COc1ccccc1Nc1ncnc2c1nc1n2CCCCC1` : DT40 TDP1 CPT = u; FEN1 inhibitor = 18%; N370S GC mod = x
Results for `Cc1cccc(NC(=O)C(=O)NCc2ccccn2)c1` : DT40 TDP1 CPT = -11%; FEN1 inhibitor = 0%; N370S GC mod = 6%

The list continues:
SMILES	DT40 TDP1 CPT	FEN1 inhibitor	N370S GC mod
O=C(Cn1nc(C(F)(F)F)c2c1CCC2)Nc1ccccc1C(F)(F)F	-12%	5%	11%
CCC1CCC(C(=O)NC(C(=O)NCCN(CC(C)C)CC(C)C)C(C)C)CC1 (configuration not stated)	-1%	-2%	x
COC(=O)c1ccc(NC(=O)CSc2nc3ncccc3[nH]2)cc1	-21%	0%	0%
COC(=O)C1=C(C)N(C)C(=S)N(C)C1c1ccc(OC)cc1 (configuration not stated)	4%	-6%	0%
O=C(NCCc1ccc(Cl)cc1)c1ccc(Cn2c(=O)c3cccn3c3cccnc32)cc1	u	-4%	x
CCOc1ccc(NC(=S)N(C)C)cc1	1%	14%	10%
O=C(COc1ccc(Cl)cc1)NCc1nnc(SCC(=O)N2CCCC2)o1	1%	21%	1%
COc1cc(OC)cc(C(=O)NNC(=O)CN2C(=O)NC3(CCCC3)C2=O)c1	-15%	-17%	x
COc1ccc(-n2c(SCc3nc(-c4ccc(C)cc4)no3)nnc2-c2ccncc2)cc1	-19%	0%	x
CCOC(=O)C1(Cc2cccc(F)c2)CCN(C(=O)c2cnc(C)cn2)CC1	-22%	-9%	-19%
Cc1ncc([N+](=O)[O-])n1CC(=O)Nc1ccc(F)cc1	19%	-5%	-2%

A different layout for 5 compounds above.
Each structure is followed by: DT40 TDP1 CPT	FEN1 inhibitor	N370S GC mod
CCC1CCC(C(=O)NC(C(=O)NCCN(CC(C)C)CC(C)C)C(C)C)CC1 (configuration not stated)
    -1%	-2%	x
COC(=O)c1ccc(NC(=O)CSc2nc3ncccc3[nH]2)cc1
    -21%	0%	0%
COC(=O)C1=C(C)N(C)C(=S)N(C)C1c1ccc(OC)cc1 (configuration not stated)
    4%	-6%	0%
O=C(NCCc1ccc(Cl)cc1)c1ccc(Cn2c(=O)c3cccn3c3cccnc32)cc1
    u	-4%	x
CCOc1ccc(NC(=S)N(C)C)cc1
    1%	14%	10%
